From PubChem
PTHR1 agonist = activates the human parathyroid hormone receptor PTHR1; Q03431; HEK293 GP2 PTHR1 cells, GloSensor cAMP luminescence, 1 h; Potency, µM (highest dose often 115 µM), inactives show at the top dose activation, actives largely listed as activators; 410,000 tested, 0.075% active; AID 743266; note: potency is the fitted concentration of half-maximal effect; nearly all actives have a fitted effect of over 55% in size; some results filed as inactive show a strong effect at the top dose; inactives centre near -15; many of its hits are not listed in these tables
Target sequence (Q03431 whole entry, looked up): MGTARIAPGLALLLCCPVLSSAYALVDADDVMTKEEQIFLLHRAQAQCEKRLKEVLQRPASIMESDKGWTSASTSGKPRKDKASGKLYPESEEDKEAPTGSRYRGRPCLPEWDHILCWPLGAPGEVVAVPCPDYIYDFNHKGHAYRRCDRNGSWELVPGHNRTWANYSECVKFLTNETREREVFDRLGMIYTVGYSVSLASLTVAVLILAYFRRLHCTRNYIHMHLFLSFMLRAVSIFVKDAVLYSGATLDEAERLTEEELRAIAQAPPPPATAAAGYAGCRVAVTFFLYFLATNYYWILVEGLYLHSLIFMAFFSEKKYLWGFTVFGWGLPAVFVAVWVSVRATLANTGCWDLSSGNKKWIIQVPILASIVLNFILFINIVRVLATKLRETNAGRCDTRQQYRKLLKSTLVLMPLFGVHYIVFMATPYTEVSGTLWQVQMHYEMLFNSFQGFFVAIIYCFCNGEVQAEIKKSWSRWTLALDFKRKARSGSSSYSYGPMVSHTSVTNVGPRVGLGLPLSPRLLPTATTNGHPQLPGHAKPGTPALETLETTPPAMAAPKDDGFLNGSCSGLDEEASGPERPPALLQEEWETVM
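HEK-293-derived GP2 cells expressing PTHR1 and a GloSensor cAMP reporter, 3,000/well, plated overnight, given luciferin plus IBMX (each 0.5 mM as added) for 1 h at 37 °C, then compound for 1 h at 37 °C. Luminescence was read after 15 min at room temperature.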
MmCpn inh = blocks the Methanococcus maripaludis chaperonin Mm-Cpn; 330,000 tested, 0.031% active; Potency, µM (highest dose often 76.9 µM), without a hit: at the top dose activity, negative = inhibition, actives largely listed as inhibitors; purified Mm-Cpn ATPase, ADP Transcreener TR-FRET; AID 504842; note: potency is the fitted concentration of half-maximal effect; % is set by controls: 0 for no effect and ±100 for the full control effect; nearly all actives have a fitted effect of over 80% in size
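Inhibition of chaperonin ATP hydrolysis is measured as reduced ADP production, detected by competitive TR-FRET in which signal falls with ADP. Final enzyme 25 nM and ATP 10 uM, reacted 30 min at 37°C.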
D3 antag = D3 dopamine receptor (human) antagonism; P35462; D3R cells, DiscoveRx beta-arrestin luminescence, antagonist mode; stronger effect = lower value; max response, negative = inhibition, %; 360,000 tested, 2.5% active; AID 652054; in the data active = max response below about -50%; inconclusive = no clear call, values can overlap the other calls; note: % is set by controls: 0 for no effect and ±100 for the full control effect; mostly tested at two doses, the higher about 12 µM
Target sequence (P35462 whole entry, looked up): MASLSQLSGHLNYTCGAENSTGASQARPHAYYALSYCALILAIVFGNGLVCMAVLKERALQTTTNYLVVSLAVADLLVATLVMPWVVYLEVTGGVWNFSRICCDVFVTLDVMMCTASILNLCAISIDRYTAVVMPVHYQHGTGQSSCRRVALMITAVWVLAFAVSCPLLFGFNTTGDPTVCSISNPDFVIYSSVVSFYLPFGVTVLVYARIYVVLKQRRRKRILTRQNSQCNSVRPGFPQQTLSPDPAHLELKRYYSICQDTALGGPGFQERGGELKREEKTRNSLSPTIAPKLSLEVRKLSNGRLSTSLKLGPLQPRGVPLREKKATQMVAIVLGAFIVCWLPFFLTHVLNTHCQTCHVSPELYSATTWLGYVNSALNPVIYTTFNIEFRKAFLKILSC
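Cells expressing the human receptor were seeded at 1500 cells/well, incubated overnight at 37 degrees C in 5% CO2, then exposed to library compounds with dopamine controls for 90 minutes at 37 degrees C before luminescent detection.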
EPAC2 agonist = EPAC2 (human) agonism; 360,000 tested, 0.079% active; EPAC2 activation, biochemical qHTS; response scale: 100% = 6.5 mM cAMP response; Q8WZA2; Potency, µM (doses to about 154 µM), for inactives: at the top dose activation, usual class: activators; AID 720711; note: potency is the fitted concentration of half-maximal effect; nearly all actives have a fitted effect of over 50% in size
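Setup: EPAC2 100 nM, labeled Rap1B complex 250 nM, free GDP 50 uM. Compound titrations pinned in, brief spin, 5 min room temperature incubation. Kinetic fluorescence read over 30 min, normalized to 6.5 mM cAMP.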
EPAC2 antagonist = blocks human EPAC2 exchange factor | EPAC2 GEF exchange of Rap1B-BODIPY-GDP, fluorescence | Potency, µM (series often up to 114 µM), for the others: top-dose activity, negative = inhibition, actives largely listed as inhibitors | 360,000 tested, 0.18% active | AID 720708 | Q8WZA2; note: potency is the fitted concentration of half-maximal effect; % is set by controls: 0 for no effect and ±100 for the full control effect; nearly all actives have a fitted effect of over 45% in size; many of its hits are not listed in these tables
CCT modulator = modulators of cytosolic chaperonin (CCT/TRiC) activity; purified chaperonin ATPase assay, HTRF ADP detection, 30 min; activity change, % (concentration not given with the values), hits read low; 360,000 tested, 0.3% active; AID 651819; in the data active = activity change below about -30%; note: % is set by controls: 0 for no effect and ±100 for the full control effect
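We incubate TRiC, 40 or 20 nM final, with library compounds at 76 uM and 10 uM ATP for 30 min at 37 °C. ADP formed is detected with Transcreener HTRF reagents after 30 min at room temperature.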
D3 ag = activates the human D3 dopamine receptor. D3R DiscoveRx beta-arrestin cells, luminescence, 90 min. max activation, %. 410,000 tested, 0.58% active; in the data active = max activation above about 30%; note: 0% is about no effect; mostly tested at two doses, the higher about 12 µM
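Cells at 1500/well, incubated overnight, then treated with pinned compounds (dopamine as control) for 90 min at 37 degrees C. DiscoveRx reagent added for 30 - 60 minutes at room temperature; luminescence read.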
pAkt inh = Akt phosphorylation inhibition; Neuro2A IGF-stimulated pAkt S473 HTRF, 20 min; stronger effect = lower value; activity change, % for hits at 50 µM; 360,000 tested, 0.32% active; in the data active = activity change below about -80%; inconclusive = mostly about -51% to -80%; note: % is set by controls: 0 for no effect and ±100 for the full control effect
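Single-point screen (50 µM final compound) in Neuro2A cells stimulated 20 min with 6 nM IGF at 37 deg C. After lysis, Ser473-phosphorylated Akt read by HTRF (ex 330 nm, em 615/665 nm) as the 665/615 ratio.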
Numbers without * were called inactive; i = inactive; ? = inconclusive; · = no result given; & = joins results of further samples; [ ] = dose if it differs, or a comment. Unless noted, calls come from the whole dose curve; as a rule, active = well fitted curve in the direction sought with a large enough effect; inconclusive = small, poorly fitted or top-dose-only effect, or another doubt; inactive = no such curve, though single readings can be large; an effect the other way counts as inactive or inconclusive.

Values run as follows: PTHR1 agonist	MmCpn inh	D3 antag	EPAC2 agonist	EPAC2 antagonist	CCT modulator	D3 ag	pAkt inh
- O=C(Cn1nc(CNc2ccc(Br)cc2)[n+]2c1CCCCC2)c1ccc([N+](=O)[O-])cc1
→ i	1%	4	-11%	7%	-2.3	6	i
- COc1ccc(NS(=O)(=O)c2ccc(-c3cnc(C4CC4)o3)cc2)cc1OC
→ -96%[inhibitor]	1%	-2	21%	10%	-66*	-1	·
- Cc1ccnn1-c1ccc(C(=O)NCC(c2ccco2)N2CCCC2)cc1 (centres undefined)
→ -16%	-3%	-17	6%	5%	-0.9	-20	i
- CC(C)NCC(O)COc1ccc(CCOCC2CC2)cc1 (centres undefined)
→ i	2%	9	-1%	0%	-0.3	10&-3	i
- CCOc1ccccc1NC(=S)N1CCN(c2ccc(OC)cc2)CC1
→ -18%	0%	-6	17%	-2%	-2.7	4	i
- COc1ccc(CCNC(=O)c2ccccc2OCc2ccccc2)cc1
→ -1%	-1%	18	12%	-1%	-1.4	1	i
- COC(=O)c1sccc1NC(=O)CC1C(=O)NCCN1C(=O)c1c(F)cccc1Cl (centres undefined)
→ -3%	-3%	7	8%	5%	-0.6	12	i
- OCC1=C[C@@H](O)[C@@H]2C=CO[C@@H](O[C@@H]3O[C@H](CO)[C@@H](O)[C@H](O)[C@H]3O)[C@H]12
→ -19%	2%	0	7%	1%	1.1	-18	i
- CCCOc1ccc(C(=O)C(c2ccccc2)N2CCOCC2)cc1 (centres undefined)
→ -14%[57.5 µM]	-1%	?	4%	-1%	-1.2	-12	i
- Cc1nc2c3ccccc3nc(NNC(=O)CCC(=O)N3CCC(C)CC3)n2n1
→ i	?	7	1%	3%	0.7	0	i
- CCn1c(O)c(N=NC(=O)Cn2ccc(C(F)(F)F)n2)c2ccccc21
→ i	1%	8	0%	-9%	0.9	-3	i
- CC(C)N1CC2=C(C1=O)C(c1ccc(O)cc1)NC(=O)N2C (centres undefined)
→ i	-7%	9	-3%	9%	1.4	12	i
- Cc1cc(CN(C)C(=O)c2cc(COc3ccc(C)c(C)c3)on2)on1
→ -20%	-25%	-5	7%	-3%	-2.0	-4	i
- COc1cccc(/C=C2\NC(=O)NC2=O)c1O
→ -2%	-2%	-15	-1%	3%	2.0	-2	i
- COc1ccc(N(CC(=O)NCCc2ccc(Cl)cc2)S(=O)(=O)c2c(C)[nH]c(=O)[nH]c2=O)cc1
→ i	1%	-16	1%	-14%	-5.2	7	i
- COc1ccccc1-c1cc(-c2ccc(O)cc2)nc(N)c1C#N
→ -30%[inhibitor]	-4%	-4	19%	-6%	-5.5	0	i
- O=C(NCCF)[C@H]1C[C@@H]1[C@H](NP(=O)(c1ccccc1)c1ccccc1)c1ccccc1
→ i	0%	-4	15%	4%	1.2	-1	i
- COCCCNC(=O)CSc1c2c(nc3ccc(Cl)cc13)CCCC2
→ -4%	-4%	-25	4%	-3%	-0.7	-13&-10	i
- Cc1c(NC(=O)c2cc(-n3cnnc3)ccc2Cl)cccc1-c1nc2ccccc2s1
→ -30%	-10%	26	1%	7%	-3.0	-13	-88%*
- COc1ccc(OC2CCN(S(=O)(=O)c3ccc(OC)c(OC)c3)CC2)cc1
→ -54%[inhibitor]	0%	-2	18%	-21%	-0.2	3	i
- CCOC(=O)c1ccc(NC(=O)Cn2cnc(S(=O)(=O)N3CCCC3)c2)cc1
→ i	2%	7	8%	8%	-1.5	7&3	i
- CC(=O)Nc1cccc(NC(=O)c2c(-c3ccccc3Cl)noc2C)c1
→ i	1%	1	3%	5%	-5.0	9	i
- C=CCN1N=C(/C=C/c2ccccc2)CCC1=O
→ i	1%	-5	4%	0%	0.9	2	i
- CSc1ncc(Cl)c(C(=O)Nc2cccnc2)n1
→ i	1%	14	7%	1%	-0.2	-3	i
- Cc1nn(CC(N)=O)c(=O)c2ccccc12
→ 20%[57.5 µM]	1%	22	0%	0%	-2.9	1	i
- COc1ccc2[nH]c3c(=O)n(CCc4ccccc4)cnc3c2c1
→ -9%	0%	0	-2%	16%	0.4	0	i
- Cc1[nH]c(-c2ccccn2)nc(=S)c1Cl
→ i	-1%	0	2%	3%	1.0	28	i
- CCCN(C(=O)C1CC(=O)N(c2ccccc2C(C)CC)C1)C1CCS(=O)(=O)C1 (centres undefined)
→ i	-1%	0	0%	11%	-0.6	2	i
- Cc1noc(COc2ccccc2OCc2onc(C)c2Cl)c1Cl
→ i	0%	-8	22%	-8%	0.4	-9	-112%*
- O=C(N=c1ccn(-c2nc3ccccc3nc2NS(=O)(=O)c2ccccc2)cc1)c1ccccc1Cl
→ -17%	?	3	?	-11%	-0.9	4	i

Some of the entries so far, in CSV form:
molecule,PTHR1 agonist,MmCpn inh,D3 antag,EPAC2 agonist,EPAC2 antagonist,CCT modulator,D3 ag,pAkt inh
COc1ccccc1-c1cc(-c2ccc(O)cc2)nc(N)c1C#N,-30%[inhibitor],-4%,-4,19%,-6%,-5.5,0,i
COCCCNC(=O)CSc1c2c(nc3ccc(Cl)cc13)CCCC2,-4%,-4%,-25,4%,-3%,-0.7,-13&-10,i

The results go on.
Values run as follows: PTHR1 agonist	MmCpn inh	D3 antag	EPAC2 agonist	EPAC2 antagonist	CCT modulator	D3 ag	pAkt inh
- O=C(Nc1ccncc1)c1sc2ccccc2c1Cl
→ -8%	0%	7	9%	9%	3.0	-10	i
- Cc1cc(C(=O)O)c(=O)[nH]c1C
→ -1%[57.5 µM]	1%	-15	11%	-6%	-2.1	2	·
- COc1ccccc1CNC(=O)COn1nnc2ccc(S(=O)(=O)N3CCOCC3)cc21
→ -1%	-5%	-13	-11%	2%	0.3	-17	i
- CC(C)(C)c1nc2scc(-c3ccc(Cl)cc3)c2c(=O)o1
→ -24%	1%	?	3%	2%	-0.4	-7	i
- COc1ccc(Oc2nnc(-c3ccccc3)cc2C#N)cc1
→ i	?	2	-3%	-1%	0.7	2	i
- Cc1ccc(S(=O)(=O)c2c(N)n(CC3CCOC3)c3nc4ccccc4nc23)cc1 (centres undefined)
→ -10%[57.5 µM]	-3%	8	9%	-3%	-0.1	24	i
- CCCN(CCC)CCNC(=O)C1(O)c2ccccc2NC(=O)N1c1cccc(OC)c1 (centres undefined)
→ i	-1%	8	3%	-1%	-1.7	1	i
- COc1ccc(N2CCN(C(C)C(=O)N3CCc4ccccc43)CC2)cc1 (centres undefined)
→ -16%	2%	?	12%	7%	-3.2	-17	i
- CN1CCN(S(=O)(=O)c2cccc(C(=O)Oc3ccc(C(C)(C)C)cc3)c2)CC1
→ -26%	2%	-25	6%	-18%	0.6	-7	i
- O=C(Cc1ccccc1)NNC(=O)C1CCN(c2ncccn2)CC1
→ i	1%	-5	7%	17%	0.2	-10	i
- CCOc1ccc(S(=O)(=O)N2CCC(C(=O)OCc3ccc(OC)cc3)CC2)cc1
→ -23%	0%	4	9%	-11%	0.6	2	i
- COc1ccc(CCNC(=O)CSc2nc3ccsc3c(=O)n2Cc2ccccn2)cc1OC
→ i	·	6	5%	7%	-2.2	3	i
- CCN(C(=O)COC(=O)CNC(=O)c1ccc2ccccc2c1)c1c(N)n(Cc2ccccc2)c(=O)[nH]c1=O
→ -15%	·	4	-4%	0%	-0.7	1	i
- Cc1occc1C(=O)NNC(=S)Nc1ccccc1C(F)(F)F
→ -35%[inhibitor]	1%	-12	2%	15%	0.4	-9	i
- COc1ccccc1CNC(=O)c1ccc(CNc2c(N3CCCC3)c(=O)c2=O)cc1
→ ?	0%	9	13%	-3%	-0.6	-7	i
- COc1ccc(-n2c(=O)c3c4c(sc3n(CC(=O)Nc3cc(C)[nH]n3)c2=O)CCC4)c(OC)c1
→ i	-2%	-9	18%	-1%	-3.3	3	i
- CCCCc1c(O)c2ccccc2n(CCCC)c1=O
→ i	1%	25	-2%	7%	-0.8	0	i
- Cc1ccccc1CN1CCC(CNC(=O)Nc2ccc(F)cc2F)CC1
→ i	-14%	-20	7%	4%	-4.3	-18	i
- Cc1ccc(C)c(S(=O)(=O)N2CCN(C(=O)CNC(=O)c3ccc4ccccc4c3)CC2)c1
→ -41%[inhibitor]	-4%	?	-4%	-12%	-0.6	-1	i
- CCC/C=C/c1ccc(CN2C(CC(C)C)C(=O)N(Cc3cn(CCOCOC)nn3)CCS2(=O)=O)cc1 (centres undefined)
→ -18%	·	0	9%	-14%	2.1	-8	i
- Cc1cc(NC(=O)c2c(Br)c(C)nn2C)no1
→ -20%	1%	-4	10%	25%	0.4	-9	i
- Cc1cccc(CCN2C(Nc3ccccc3)=NC[C@@H]2C)c1
→ i	-2%	-9	1%	0%	-3.7	-33	i
- COc1cc(N/N=C/c2ccc(N(C)C)cc2)ncn1
→ -33%	-3%	0	1%	5%	-0.7	2	i
- C(=N/Nc1nc(-c2ccccc2)cc(-c2ccccc2)n1)/c1cccnc1
→ -37%[inhibitor]	-11%	31	-5%	0%	-3.1	3	i
- Cc1cccc(C)c1NC(=O)CSc1nnc(-c2cccnc2)o1
→ i	0%	0	-3%	2%	1.3	3	i
- CCC1NC(=O)c2ccccc2N1c1cccc(Cl)c1 (centres undefined)
→ -3%	·	6	8%	-24%	0.1	4	i
- COc1ccc(OC)c(C2C3=C(CC(C)(C)CC3=O)Nc3nnnn32)c1 (centres undefined)
→ i	1%	-1	-4%	-12%	-11	0	i
- CN(CCc1ccccc1)C(=O)c1cccc(NC(=O)Cc2cccc(NC(=O)C3CCCN(C(=O)C4CC4)C3)c2)c1 (centres undefined)
→ -37%[inhibitor]	·	-10	3%	10%	0.0	4	i
- CN1OC[C@@H]2CN(C(=O)CCc3ccccc3)[C@H](c3cccc(-c4ccc(C#N)cc4)c3)C[C@@H]21
→ -8%	·	17	13%	?	-2.0	6	i
- COc1cc(NC(=O)Cn2ncc(Cl)c(Cl)c2=O)c(C)cc1[N+](=O)[O-]
→ -28%	-2%	?	-4%	-8%	1.6	6	i
- COc1ccccc1CNC(=O)CSc1ccc(C(=O)Nc2ccccc2OC)cc1[N+](=O)[O-]
→ i	-1%	9	-15%	8%	-2.3	-2	i
- COc1cccc(N(CC(=O)NC2CCCC2)C(=O)CCC(=O)Nc2cc(C)on2)c1
→ i	1%	10	2%	1%	-0.6	13	i
- O=C(CSc1n[nH]c(-c2ccccc2F)n1)Nc1cc(F)ccc1F
→ -15%	0%	1	7%	-13%	-0.2	6	i
- O=C(Nc1ccccc1)N1CCCC2CCCCC21 (centres undefined)
→ -12%[57.5 µM]	-2%	12	4%	1%	-0.7	2	i

A portion of the library; rates above refer to the full screens.
